Siah-1 displacement – blockers of Siah-1 interaction with plectin peptide – biochemical, fluorescence polarization, rhodamine-plectin, uHTS, primary screen (AID 1817). 0.02% of 290,000 active. Siah-1 / rhodamine-plectin peptide fluorescence polarization; higher % means a stronger effect. displacement, % at 20 µM, or IC50 in µM where a hit was titrated;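 active means displacement of at least 50% at 20 µM, with a fluorescence ratio check between 0.3 and a set limit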;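 further: plate controls were Siah plus tracer with DMSO for no effect and tracer alone without Siah for full effect; strong numbers were not always called active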
XIAP antagonists – small molecules displacing peptide from XIAP – biochemical, IAP family, fluorescence polarization (AID 1018); XIAP BIR domain, fluorescence polarization peptide displacement; higher % means a stronger effect; displacement, % at 20 µM, or IC50 in µM where a hit was titrated; 0.007% of 200,000 active; in the data active means displacement above about 50%; further: a part of the inactive calls stands beside numbers as strong as those of hits
AID2073 – inhibitors of Mint1-CaV2.2 protein interaction, biochemical, HTRF (AID 2073) | 0.19% of 290,000 active | HTRF protein-protein interaction, Mint1-CaV2.2; higher % means a stronger effect | inhibition, % at 20 µM, or IC50 in µM where a hit was titrated; in the data active means inhibition mostly above about 51%, no sharp cut-off; further: some results filed as inactive read as strong as hits
P. falciparum M1AAP – malaria alanyl aminopeptidase activity blockers – biochemical, fluorogenic H-Leu-NHMec substrate, 1536-well (AID 1445); recombinant M1AAP, H-Leu-NHMec fluorogenic kinetic assay; higher % means a stronger effect; one-dose inhibition, % at 30 µM; IC50 in µM for titrated hits; 0.42% of 220,000 active;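 active means primary inhibition above the hit cutoff, then over 50% inhibition at one or more dose response concentrations, cut at about 23% in these data, passing the limit was not always enough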;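 further: plate controls were DMSO full reaction for no effect and no enzyme background for full effect; strong numbers were not always called active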
PMI inhibitors – inhibitors of human PMI, primary screen, biochemical, fluorescence intensity, coupled assay (AID 1209). one-dose inhibition, % at 20 µM; IC50 in µM for titrated hits. 0.42% of 190,000 active. purified PMI enzyme, coupled fluorescence intensity; higher % means a stronger effect;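 further: plate controls were DMSO vehicle for no effect and wells lacking substrate for full effect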
M17LAP inhibition – P. falciparum M17LAP inhibitors, primary screen, biochemical, fluorogenic H-Leu-NHMec substrate, 1536-well (AID 1619). recombinant M17LAP, H-Leu-NHMec fluorogenic kinetic assay; higher % means a stronger effect. one-dose inhibition, % at 30 µM; IC50 in µM for titrated hits. 0.38% of 220,000 active;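 active means compound inhibiting the enzyme by more than half at any dose during confirmatory dose-response retesting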;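 further: plate controls were full reaction with DMSO carrier for no effect and no enzyme background for full effect; strong numbers were not always called active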
LYP inhibition – PTPN22 lymphoid phosphatase activity blockers – biochemical, fluorescence intensity, uHTS (AID 1779). recombinant LYP phosphatase, fluorescence intensity; higher % means a stronger effect. inhibition, % at 11.5 µM; hits with a dose series show IC50 in µM. 0.054% of 290,000 active;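 further: plate controls were vehicle with enzyme for no effect and no enzyme for full effect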
human PMI inhibitors – human PMI inhibitors, high substrate, primary screen, biochemical, fluorescence intensity, high mannose 6-phosphate (AID 1220); recombinant PMI enzyme, coupled fluorescence intensity; higher % means a stronger effect; 0.66% of 190,000 active; inhibition, % at 20 µM, or IC50 in µM where a hit was titrated
Dynein transport – blocks dynein driven cargo transport along microtubules. z-score, hits read low. 0.47% of 220,000 active. 3617.4 mouse cells, GR-EGFP nuclear translocation imaging; test concentration mostly 20 µM; stimulated with dexamethasone, 1 µM; hits give low values;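 active means plate z-score of nuclear minus cytoplasmic receptor signal below a set negative limit, without overly bright fluorescence or cell loss, cut at about -3.5 in these data, passing the limit was not always enough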;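 further: z-score of nuclear minus cytoplasmic ring GR-EGFP intensity difference per well; some compounds called inactive have numbers as strong as hits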
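medium = tetracycline-free induction medium containing charcoal-stripped FBS | probe or stimulus = dexamethasone, 1.0 µM final | timing = 48 h induction, then 1 h compound, then 30 min agonist, 37 °C | detection = automated 10x imaging of fixed Hoechst-stained cells | read-out basis = nuclear versus cytoplasmic GR-EGFP signal, averaged per well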
Dynein transport cytoplasmic EGFP – further read-out of Dynein transport, marked with its call; z-score; measured here: cytoplasmic GR-EGFP intensity; hits give high values
Dynein transport nuclear GR-EGFP – also measured in Dynein transport; calls as there; z-score; measured here: nuclear GR-EGFP intensity;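 lower value marks the stronger effect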
Dynein transport cell count – also measured in Dynein transport; calls as there; z-score; measured here: cell count per field
Numbers without * were called inactive. Unless noted, no stated cut-off is given here; in the data, active means inhibition above about 50%; inactive means the rest. No enrichment for hits, and some 2.1% of all compounds hit somewhere here.

For C=CCN(CC=C)C(=O)CCc1nnc(CCc2c[nH]c3ccccc23)o1 the results were Siah-1 displacement 5.7%, XIAP antagonists -2.2%, AID2073 -3.0%, P. falciparum M1AAP -2.9%, PMI inhibitors 3.6%, M17LAP inhibition -15.8%, LYP inhibition -4.2%, human PMI inhibitors -4.2%, Dynein transport 1.96, Dynein transport cytoplasmic EGFP 0.0779, Dynein transport nuclear GR-EGFP 1.79 and Dynein transport cell count -2.07.
For CCOC(=O)C(C(=O)NCC1CCCO1)C1CCCCC1 (stereo unspecified) the results were Siah-1 displacement 5.9%, XIAP antagonists -1.9%, AID2073 1.2%, P. falciparum M1AAP 6.7%, PMI inhibitors -2.9%, M17LAP inhibition 5.2%, LYP inhibition -4.2%, human PMI inhibitors -11.3%, Dynein transport 0.725, Dynein transport cytoplasmic EGFP -0.232, Dynein transport nuclear GR-EGFP 0.376 and Dynein transport cell count 0.417.
`COc1ccccc1NC(=O)c1ccc(COc2ccccc2OC)o1` gave Siah-1 displacement -0.8%, XIAP antagonists -0.1%, AID2073 4.0%, P. falciparum M1AAP 5.1%, PMI inhibitors 20.8%, M17LAP inhibition 12.0%, LYP inhibition -1.2%, human PMI inhibitors 21.4%, Dynein transport 3.05, Dynein transport cytoplasmic EGFP 0.166, Dynein transport nuclear GR-EGFP 2.19 and Dynein transport cell count -2.94.
For Cc1cccc(CC2S/C(=N/c3cccc(C)n3)NC2=O)c1 (stereo unspecified) the results were Siah-1 displacement -4.2%, AID2073 0.3%, P. falciparum M1AAP -2.6%, M17LAP inhibition 6.0%, LYP inhibition -8.6%, Dynein transport -0.663, Dynein transport cytoplasmic EGFP -0.233, Dynein transport nuclear GR-EGFP -0.293 and Dynein transport cell count 0.12.
Screening O=[N+]([O-])c1cccc(S(=O)(=O)NCC2CCCO2)c1 (stereo unspecified) returned Siah-1 displacement 2.1%, XIAP antagonists -14.4%, AID2073 3.8%, P. falciparum M1AAP 10.5%, PMI inhibitors 2.4%, M17LAP inhibition 15.0%, LYP inhibition 2.5%, human PMI inhibitors -0.6%, Dynein transport 0.0489, Dynein transport cytoplasmic EGFP -0.266, Dynein transport nuclear GR-EGFP -0.0208 and Dynein transport cell count 0.62.
For COc1ccc(CCNS(=O)(=O)c2ccccc2)cc1OC the results were Siah-1 displacement 3.6%, XIAP antagonists 0.5%, AID2073 9.5%, P. falciparum M1AAP 1.4%, PMI inhibitors 1.8%, M17LAP inhibition -11.7%, LYP inhibition 1.0%, human PMI inhibitors -0.8%, Dynein transport -0.221, Dynein transport cytoplasmic EGFP -0.183, Dynein transport nuclear GR-EGFP 0.192 and Dynein transport cell count -0.919.
Screening Cn1c(=O)c2c(ncn2CC(=O)NCc2cccnc2)n(C)c1=O returned Siah-1 displacement 5.3%, XIAP antagonists -8.4%, AID2073 -4.3%, P. falciparum M1AAP 1.5%, PMI inhibitors 2.0%, M17LAP inhibition 8.6%, LYP inhibition -8.9%, human PMI inhibitors -7.0%, Dynein transport 1.78, Dynein transport cytoplasmic EGFP -0.211, Dynein transport nuclear GR-EGFP 1.63 and Dynein transport cell count -1.38.
`CC(=O)c1cccc(NC(=O)N2CCCC2C(=O)NCCc2ccccc2)c1` (stereo unspecified) gave Siah-1 displacement 2.5%, XIAP antagonists -3.5%, AID2073 -12.3%, P. falciparum M1AAP -4.5%, PMI inhibitors 10.0%, M17LAP inhibition 7.8%, LYP inhibition -2.6%, human PMI inhibitors 8.8%, Dynein transport -0.804, Dynein transport cytoplasmic EGFP -0.122, Dynein transport nuclear GR-EGFP -0.2 and Dynein transport cell count 0.832.
N#CC(=C=[N-])c1nc2ccccc2nc1-[n+]1cccc(NC(=O)c2ccc(F)cc2)c1 was read as Siah-1 displacement 2.6%, AID2073 -15.7%, P. falciparum M1AAP 1.0%, M17LAP inhibition -0.7%, LYP inhibition -1.9%, Dynein transport 0.188, Dynein transport cytoplasmic EGFP -0.302, Dynein transport nuclear GR-EGFP -0.186 and Dynein transport cell count 0.829.
`CCCCCCOC(=O)NCC(O)c1ccccc1` (stereo unspecified) gave Siah-1 displacement 2.7%, XIAP antagonists -4.6%, AID2073 -6.6%, P. falciparum M1AAP 8.2%, PMI inhibitors 7.5%, M17LAP inhibition 13.9%, LYP inhibition -5.4%, human PMI inhibitors 4.1%, Dynein transport -0.544, Dynein transport cytoplasmic EGFP -0.177, Dynein transport nuclear GR-EGFP 0.0322 and Dynein transport cell count 0.0521.
`CCOc1ccc(S(=O)(=O)Nc2ccc(Cl)cn2)c(C)c1C` gave Siah-1 displacement 1.1%, XIAP antagonists -5.0%, AID2073 10.1%, P. falciparum M1AAP 14.6%, PMI inhibitors 11.0%, M17LAP inhibition 4.8%, LYP inhibition 7.0%, human PMI inhibitors 7.0%, Dynein transport 0.152, Dynein transport cytoplasmic EGFP -0.256, Dynein transport nuclear GR-EGFP -0.122 and Dynein transport cell count 0.678.
`O=C(CSc1nc2ccccc2c(=O)[nH]1)Nc1ccccc1N1CCOCC1` gave Siah-1 displacement 5.7%, XIAP antagonists 0.3%, AID2073 2.6%, P. falciparum M1AAP 2.2%, PMI inhibitors -3.5%, M17LAP inhibition -1.5%, LYP inhibition -2.1%, human PMI inhibitors -10.1%, Dynein transport -0.995, Dynein transport cytoplasmic EGFP -0.279, Dynein transport nuclear GR-EGFP -0.686 and Dynein transport cell count 1.46.
Cc1[nH]c2ccccc2c1C(O)CN1CCN(c2cccc(C(F)(F)F)c2)CC1 (stereo unspecified) was read as Siah-1 displacement -1.4%, XIAP antagonists -8.6%, AID2073 8.1%, P. falciparum M1AAP 12.5%, PMI inhibitors 6.9%, M17LAP inhibition 3.6%, LYP inhibition -3.5%, human PMI inhibitors 9.1%, Dynein transport -2.01, Dynein transport cytoplasmic EGFP 0.133, Dynein transport nuclear GR-EGFP -1.03 and Dynein transport cell count 0.547.
Screening CNC(=O)c1cccc(N2CCCC2=O)c1 returned Siah-1 displacement 1.6%, XIAP antagonists 0.3%, AID2073 -6.5%, P. falciparum M1AAP -5.0%, PMI inhibitors -1.6%, M17LAP inhibition 2.7%, LYP inhibition 0.6%, human PMI inhibitors -6.9%, Dynein transport -0.459, Dynein transport cytoplasmic EGFP -0.11, Dynein transport nuclear GR-EGFP 0.0609 and Dynein transport cell count 0.491.
For CCC(=O)N1CCN(c2cc(NCC3CCCO3)c(F)cc2[N+](=O)[O-])CC1 (stereo unspecified) the results were Siah-1 displacement 3.8%, XIAP antagonists -6.7%, AID2073 -3.3%, P. falciparum M1AAP 5.8%, PMI inhibitors -3.4%, M17LAP inhibition 10.8%, LYP inhibition 0.8%, human PMI inhibitors 6.8%, Dynein transport -0.272, Dynein transport cytoplasmic EGFP -0.244, Dynein transport nuclear GR-EGFP 0.537 and Dynein transport cell count 0.594.
`Cc1onc(-c2ccccc2)c1C(=O)NCc1ccccn1` gave Siah-1 displacement 1.8%, XIAP antagonists -4.5%, AID2073 6.5%, P. falciparum M1AAP 12.3%, PMI inhibitors 2.8%, M17LAP inhibition 14.5%, LYP inhibition -8.3%, human PMI inhibitors 10.0%, Dynein transport -0.0655, Dynein transport cytoplasmic EGFP -0.238, Dynein transport nuclear GR-EGFP 0.01 and Dynein transport cell count 0.365.
For COC(=O)c1nc(NC(=O)c2ccc(Br)cc2)n[nH]1 the results were Siah-1 displacement 2.1%, XIAP antagonists -5.2%, AID2073 -13.4%, P. falciparum M1AAP 0.6%, PMI inhibitors 0.2%, M17LAP inhibition 20.9%, LYP inhibition -1.4%, human PMI inhibitors -6.1%, Dynein transport -0.471, Dynein transport cytoplasmic EGFP -0.157, Dynein transport nuclear GR-EGFP -0.0965 and Dynein transport cell count 1.09.
`CCCC(C)NC(=O)COc1ccc(S(=O)(=O)c2ccc(OCC(=O)NC(C)CCC)cc2)cc1` (stereo unspecified) gave Siah-1 displacement -1.7%, XIAP antagonists -13.7%, AID2073 -1.5%, P. falciparum M1AAP 7.3%, PMI inhibitors -16.4%, M17LAP inhibition -9.0%, LYP inhibition -7.3%, human PMI inhibitors -5.4%, Dynein transport -1.03, Dynein transport cytoplasmic EGFP -0.0389, Dynein transport nuclear GR-EGFP -0.822 and Dynein transport cell count 1.01.
Screening O=C(c1ccc2c(c1)C(=O)N(CCCO)C2=O)c1ccc2c(c1)C(=O)N(CCCO)C2=O returned Siah-1 displacement -0.4%, XIAP antagonists 16.1%, AID2073 -1.7%, P. falciparum M1AAP 8.0%, PMI inhibitors 10.1%, M17LAP inhibition 7.6%, LYP inhibition -2.1%, human PMI inhibitors 5.9%, Dynein transport -0.58, Dynein transport cytoplasmic EGFP -0.225, Dynein transport nuclear GR-EGFP -0.0631 and Dynein transport cell count 0.465.
`Cc1cc(N/N=C/c2cccc(Br)c2)nc2ccccc12` gave Siah-1 displacement -2.8%, XIAP antagonists 0.1%, AID2073 -1.0%, P. falciparum M1AAP 6.1%, PMI inhibitors 7.2%, M17LAP inhibition 12.3%, LYP inhibition 5.6%, human PMI inhibitors 1.7%, Dynein transport -0.46, Dynein transport cytoplasmic EGFP -0.299, Dynein transport nuclear GR-EGFP -0.359 and Dynein transport cell count 0.432.
Screening O=C(NCC1CCCO1)c1ccc2c(=O)n(Cc3ccco3)c(SCC(=O)N3CCCC3)nc2c1 (stereo unspecified) returned Siah-1 displacement 4.8%, XIAP antagonists 1.7%, AID2073 34.5%, P. falciparum M1AAP 0.7%, PMI inhibitors -4.2%, M17LAP inhibition 6.3%, LYP inhibition -5.4%, human PMI inhibitors -2.5%, Dynein transport -0.0729, Dynein transport cytoplasmic EGFP -0.185, Dynein transport nuclear GR-EGFP -0.206 and Dynein transport cell count 0.00399.
Screening C/C(=N\NC(=O)C(N)=O)c1cccc(C(F)(F)F)c1 returned Siah-1 displacement -1.3%, XIAP antagonists -9.4%, AID2073 -11.2%, P. falciparum M1AAP 4.2%, PMI inhibitors 12.4%, M17LAP inhibition -4.1%, LYP inhibition -8.5%, human PMI inhibitors 16.9%, Dynein transport -0.655, Dynein transport cytoplasmic EGFP 0.0651, Dynein transport nuclear GR-EGFP -0.00316 and Dynein transport cell count -1.13.

Compound activity (PubChem)
